# Source: PubChem (several laboratories)
# PRMT1 FP inh – blocks human protein arginine methyltransferase 1; Q99873; recombinant PRMT1, activity-based probe fluorescence polarization; inhibition, % at 2.79 µM; 370,000 compounds, 1.3% hits; AID 652257;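 active = inhibition above about 21% made by adding two undisclosed values, limit read from the data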
# ABHD4 inh – inhibitors of mouse ABHD4; Q8VD66; inhibition, % at 8.92 µM; purified mABHD4, FP-Rh probe fluorescence polarization; 370,000 compounds, 0.54% hits;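 active = inhibition exceeding the mean over every tested compound plus 3 SD, cut at about 30% in these data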;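 also: 0% = plate median of compound wells and 100% = S159A mutant with DMSO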
# Target sequence (Q8VD66 whole entry, looked up): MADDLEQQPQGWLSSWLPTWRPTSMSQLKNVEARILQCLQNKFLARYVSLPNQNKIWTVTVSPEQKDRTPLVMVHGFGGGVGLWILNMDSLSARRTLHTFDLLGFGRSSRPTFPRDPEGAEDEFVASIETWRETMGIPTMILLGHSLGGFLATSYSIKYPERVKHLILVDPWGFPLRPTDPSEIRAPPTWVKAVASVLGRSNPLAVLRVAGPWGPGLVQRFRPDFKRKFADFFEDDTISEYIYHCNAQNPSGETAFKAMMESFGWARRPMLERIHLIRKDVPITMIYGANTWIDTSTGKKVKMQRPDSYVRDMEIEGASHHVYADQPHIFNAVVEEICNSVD
#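 Material: mouse ABHD4 enzyme, wild type; Benchmarks: S159A mutant high control, sample median low control; Buffer or medium: HEPES pH 7.0, NaCl, Pluronic buffer; Signal: fluorescence polarization; Read-out: percent inhibition of probe binding, normalized to plate controls; Timing: pre-incubation 45 min, probe exposure 60 min, at 25 °C; Dosing: 8.92 µM, single dose.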
# HTRA1 inh – blocks human HTRA1 serine peptidase; Q92743; recombinant HTRA1, FP-rhodamine activity-based probe, fluorescence polarization; inhibition, % at 5.96 µM; 340,000 compounds, 0.5% hits; in the data active = inhibition above about 36%;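 also: 0% = enzyme with DMSO and 100% = wells lacking enzyme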
# Rev-erbA mod – Rev-erb alpha (human) modulation; P20393; Rev-erbα–FITC-DNA binding, fluorescence polarization, 90 min; activity, % at 10 µM; 370,000 compounds, 0.79% hits; AID 1259318;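 active = activity above about 14%, limit read from the data; passing the limit was not always enough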;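 also: 0% = DMSO wells with 35 nM protein and 100% = DMSO wells with 750 nM protein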
# TCR-CD3 inh – blocks the human TCR-CD3 interaction; inhibition, % at 9.4 µM; 360,000 compounds, 0.37% hits; AID 651800; TAMRA-labeled TCR probe fluorescence, biochemical; in the data active = inhibition above about 19%;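 also: recombinant mutant TCR 2C K166C tagged with TAMRA read by polarization; 0% = receptor in buffer alone and 100% = receptor with positive control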
# MBD2 inh – inhibitors of human MBD2 binding to methylated oligonucleotide | Q9UBB5 | TR-FRET | inhibition, % at 4.4 µM | 370,000 compounds, 0.31% hits | AID 686964; in the data active = inhibition above about 13%
# Target sequence (Q9UBB5 whole entry, looked up): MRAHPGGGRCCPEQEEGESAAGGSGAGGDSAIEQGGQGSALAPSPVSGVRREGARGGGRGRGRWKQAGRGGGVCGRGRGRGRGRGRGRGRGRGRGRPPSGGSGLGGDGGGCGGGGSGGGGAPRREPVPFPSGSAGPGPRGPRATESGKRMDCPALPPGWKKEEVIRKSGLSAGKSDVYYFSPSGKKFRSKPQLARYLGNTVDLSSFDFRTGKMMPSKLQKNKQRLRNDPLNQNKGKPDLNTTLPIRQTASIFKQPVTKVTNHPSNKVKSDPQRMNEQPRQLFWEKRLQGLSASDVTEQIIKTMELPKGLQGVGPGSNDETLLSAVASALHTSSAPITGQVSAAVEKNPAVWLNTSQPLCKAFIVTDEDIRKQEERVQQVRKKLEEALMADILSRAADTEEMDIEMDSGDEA
# PG9 Ab binder – small molecules binding HIV-1 gp120 antibody PG9 | 360,000 compounds, 0.43% hits | inhibition, % at 6.7 µM | TR-FRET gp120-PG9 antibody binding; in the data active = inhibition above about 8.5%
# LEDGF integ inh – blocks HIV-1 LEDGF/p75-dependent DNA integration | TR-FRET IN-LEDGF/p75 DNA integration, Eu/Cy5 | inhibition, % at 3.7 µM | 370,000 compounds, 0.64% hits;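 active = inhibition above the screen-wide mean plus 3 SD, cut at about 13% in these data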;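 also: signal is the Cy5 over europium emission ratio at 671 and 618 nm; 0% = plate median of compound wells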
# UHRF1 binding – UHRF1 methyl-DNA binding inhibition | inhibition, % at 4.4 µM | 370,000 compounds, 0.75% hits | Q96T88 | UHRF1 binding to methylated oligo, TR-FRET; in the data active = inhibition above about 21%;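 also: UHRF1 SRA domain binding a hemimethylated CpG hairpin DNA probe; 0% = median of test compound wells and 100% = reference inhibitor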
# rCAG binder – binds r(CAG) RNA repeats. r(CAG) RNA repeat, TO-PRO-1 dye displacement fluorescence. inhibition, % at 3 µM. 370,000 compounds, 1.3% hits;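 active = inhibition above the plate cutoff, the mean of all test compounds on that plate plus 3 SD, cut at about 35% in these data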;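 also: 0% = DMSO alone and 100% = 100 µM mitoxantrone as full dye displacement; higher means more dye released from RNA so lower well fluorescence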
# * marks the source's active call; other numbers are inactive results; . = not tested or not shown. This is a subset, so the mix of outcomes need not match the whole.
SMILES,PRMT1 FP inh,ABHD4 inh,HTRA1 inh,Rev-erbA mod,TCR-CD3 inh,MBD2 inh,PG9 Ab binder,LEDGF integ inh,UHRF1 binding,rCAG binder
Cc1cc(-c2nnc(CCC(=O)NC(C)c3ccc(F)cc3)o2)no1 (stereo unspecified),1.3,-2.2,2.8,-2.6,-6.9,6.4,3.5,3.1,3.1,1.6
O=c1[nH]c2sc3c(c2c(=O)n1Cc1ccccc1)CCC3,-0.8,8.7,6.0,-4.1,6.2,-0.1,0.0,1.2,1.2,2.7
Cc1ccccc1-c1cc(C(=O)N/N=C/c2cccnc2)c2ccccc2n1,-0.1,0.0,7.1,-5.6,-4.7,-5.8,-0.2,1.0,1.3,-3.0
O=C(Nc1ccc(S(=O)(=O)N2CCCCC2)cc1)c1ccc(Cl)nc1,2.3,-5.6,-7.0,-2.7,-2.9,-4.6,1.5,-3.6,-0.1,5.4
O=S(=O)(NC1CCCCC1N1CCCCC1)c1ccc(Cl)cc1 (stereo unspecified),1.4,-4.5,-2.1,6.0,-0.8,-6.6,-1.2,-3.9,-0.7,3.4
CSc1ccc(Cl)c(C(=O)NCCOc2ccccc2)c1,0.5,-10.1,-7.3,-1.3,6.8,0.8,1.4,-0.2,-1.9,-6.6
Cc1ccc2c(c1)=C(c1ccccc1)N(O)CC(=O)N=2,-3.6,-0.7,-7.0,8.0,-3.0,-0.5,-1.0,8.2,-3.5,-1.0
CCCCNC(=S)NNC(=O)c1ccc(Br)o1,3.1,-11.9,11.2,6.1,-1.0,6.8,-0.6,-10.8,4.8,-5.2
Cc1cc2oc(=O)cc(CN3CCN(Cc4ccc5c(c4)OCO5)CC3)c2cc1C,-1.9,-0.3,8.3,3.9,5.0,-1.0,0.5,-0.4,0.0,-1.3
Cc1ccc2nc(C)cc(C(=O)N/N=C/c3ccncc3)c2c1,-1.4,0.7,1.2,-5.6,7.8,3.7,0.1,-1.6,0.7,-1.5
Cc1nn(CC2CC2)c(=O)n1-c1ccc(C(C)C)cc1,-1.8,-0.6,11.3,5.3,1.4,0.3,-0.7,3.4,0.5,-4.8
C/C(=N\NC(=O)c1csc(C)c1C)c1ccc(Cl)s1,-1.8,0.5,1.4,0.4,6.4,-4.8,0.8,0.7,-3.2,-1.8
CN(Cc1nccn1C)C(=O)CC1C(=O)NCCN1Cc1ccc(F)cc1Cl (stereo unspecified),0.8,1.9,7.6,-3.0,0.4,-1.6,-1.7,0.8,-2.1,-3.2
O=C(NCc1ccc2c(c1)OCO2)C1CCCN1S(=O)(=O)c1ccc(Cl)cc1 (stereo unspecified),-4.1,-4.9,-2.5,3.4,-7.2,0.8,-1.4,7.4,3.9,-2.9
O=C(Nc1ccc(S(=O)(=O)N2CCCCCC2)cc1)c1ccco1,3.3,-20.2,-15.5,-5.6,-2.1,3.4,-0.6,-1.1,6.1,6.9
O=C(/C(=C/O)N=Nc1ccccc1)c1ccc(Cl)cc1,4.7,-13.1,-40.3,-5.2,-6.9,0.7,0.0,3.7,1.4,7.1
CCCCN(C=O)c1c(CC)nc2c(OCCOc3ccc(F)cc3)cccn12,-4.3,-1.6,.,-3.3,-1.9,1.8,-3.9,-1.8,0.3,-2.7
Cc1c(Br)c([N+](=O)[O-])nn1CC(=O)Nc1ccc(Cc2ccncc2)cc1,-1.0,-4.9,-10.4,9.3,3.2,-1.7,-0.1,-2.1,-1.9,4.0
COC(=O)N/N=C(\C)c1ccco1,-3.2,-7.3,.,4.2,6.7,-0.2,0.9,-4.6,-2.0,2.5
C=CCNC(=O)COC(=O)c1cc(S(=O)(=O)N2CCOCC2)ccc1N1CCCCC1,-1.6,-0.3,3.1,3.0,4.6,3.5,2.0,-0.5,7.4,-3.8
FC(F)(F)c1cccc(N2CCN(C3CC4CCC3C4)CC2)c1 (stereo unspecified),2.7,-2.8,4.7,-1.7,-9.0,7.8,1.9,-0.5,0.3,-9.3
N#CCCNC(=O)CCN1CCOCC1,-4.4,5.7,4.4,-1.9,2.5,-3.4,1.2,1.2,5.0,-1.2
CC(C)C[C@H](NC(=O)c1nc[nH]c1C(=O)N1CCN(c2ccccc2)CC1)C(=O)OC(C)(C)C,2.4,4.2,0.8,0.9,2.2,0.1,-2.5,-0.8,-0.7,-8.7
Cc1ccnc(SCc2cc(=O)c(OC(=O)c3ccco3)co2)n1,0.2,-4.7,1.4,-1.9,-3.4,2.3,-1.3,1.1,10.9,-0.5
COc1ccccc1NS(=O)(=O)c1ccc(C(=O)N2CCCC(C(F)(F)F)C2)cc1 (stereo unspecified),-0.9,-0.3,6.2,-4.8,-2.7,3.9,0.7,-2.6,4.9,1.1
O=S(=O)(NCCc1ccc(F)cc1)c1cc(C(F)(F)F)ccc1Br,-4.9,-42.8,-13.4,4.3,-6.0,-5.7,1.5,2.6,1.4,0.2
O=C(O)CCCCN1C(=O)C=CC1=O,76.8*,7.2,.,-3.8,-3.4,-1.6,0.4,6.6,0.1,1.4
COC(=O)CCCn1cc(CN2CC(N3CCN(C)CC3)CS2(=O)=O)nn1 (stereo unspecified),2.9,10.5,.,-6.2,-13.3,8.1,-0.1,5.0,24.1*,2.4
CC1(C(=O)NNC(=S)NCC2CCCO2)CC1(Cl)Cl (stereo unspecified),2.1,-1.2,4.3,-1.9,-1.0,-5.2,-1.5,2.1,-0.2,-2.8
C=CCNc1ncnc2c1[nH]c1ccc(Cl)cc12,-2.8,2.3,-5.0,1.9,-4.5,-1.3,-1.4,1.1,-3.5,4.5
COc1ccc(S(=O)(=O)NC(C)C)cc1C(=O)NC1CCCCC1,0.0,0.0,-0.6,-3.3,1.9,3.8,-0.2,-1.2,1.9,-5.3
Cc1cc(S(=O)(=O)NCc2ccc(S(N)(=O)=O)cc2)c(C)s1,-3.2,1.6,-0.8,1.3,3.7,-1.5,-0.5,0.6,-1.4,6.6
COc1ccc(CCN2C(=O)NC(NS(=O)(=O)c3ccc(NC(C)=O)cc3)(C(F)(F)F)C2=O)cc1OC (stereo unspecified),1.2,6.3,-1.6,4.8,0.9,3.4,0.1,-4.7,-1.4,2.0
CC(C)c1ccc(NC(=O)COc2nncc3ccccc23)cc1,-23.4,-2.4,-5.7,-2.4,9.6,-4.4,-1.9,-2.5,-2.4,-0.5
CCOC(=O)c1sc(-c2ccccc2)cc1NC(=O)Nc1ccccc1,1.5,-40.8,-86.0,0.7,-7.9,8.0,-0.4,-6.7,5.0,29.6
COc1cccc(CN2CCN(c3nc4nonc4nc3N3CCCCC3)CC2=O)c1,3.7,3.0,1.8,2.1,-5.8,-3.9,3.1,-5.8,-0.1,-1.1
C/C(=N\NS(=O)(=O)c1ccc(C(C)(C)C)cc1)c1ccccc1,1.8,2.6,-13.4,-9.8,0.3,6.8,-0.2,-5.1,0.4,6.8
COc1ccccc1Oc1nc2ccccn2c(=O)c1/C=C(\C#N)C(=O)Nc1c(C)n(C)n(-c2ccccc2)c1=O,0.6,6.3,9.0,-0.3,0.0,-3.5,-2.6,-1.6,1.3,-4.4
CCNC(=O)CCSc1nc2cc(Cl)ccc2o1,3.4,-3.3,-2.7,-0.3,-2.0,-4.3,1.1,-2.4,1.1,-1.5
Cc1ccc(NC(=O)c2ccc(=O)[nH]n2)cc1S(=O)(=O)Nc1ccc(SC(F)F)cc1,46.3*,-60.4,-43.5,-19.1,10.6,3.4,-0.3,-1.1,-0.5,32.9

# Some of these compounds in order of their number in UHRF1 binding, descending.
Structure | UHRF1 binding
CCOC(=O)c1sc(-c2ccccc2)cc1NC(=O)Nc1ccccc1 | 5.0
CC(C)C[C@H](NC(=O)c1nc[nH]c1C(=O)N1CCN(c2ccccc2)CC1)C(=O)OC(C)(C)C | -0.7
Cc1cc(S(=O)(=O)NCc2ccc(S(N)(=O)=O)cc2)c(C)s1 | -1.4

# (more compounds)
SMILES,PRMT1 FP inh,ABHD4 inh,HTRA1 inh,Rev-erbA mod,TCR-CD3 inh,MBD2 inh,PG9 Ab binder,LEDGF integ inh,UHRF1 binding,rCAG binder
CCCCCOc1ccc(/C=C/c2c([N+](=O)[O-])c(=O)n(C)c(=O)n2C)cc1,-1.5,-1.0,-1.0,-2.4,1.7,0.1,0.5,-2.0,-0.1,-1.2
CCOC(=O)c1cc(C#N)c(N2CCN(C(=O)c3ccccc3)CC2)nc1C(F)(F)F,-0.9,0.8,-5.8,5.9,2.8,0.9,-0.7,-1.9,-1.2,-9.4
Cc1cc(NC(=O)CSc2nc3ccccc3c(=O)n2-c2ccccc2)no1,1.8,2.4,-3.2,27.0*,-7.0,3.1,0.6,1.8,0.0,-1.9
Cc1sc2nc(-c3cccs3)oc(=O)c2c1C,-1.7,-3.8,-24.6,-0.3,-4.8,-0.5,2.3,-0.7,-2.0,2.1
CN(CCOc1ccc(Cl)cc1)CC(O)c1ccccc1 (stereo unspecified),-2.2,9.6,14.1,-1.1,9.3,-1.8,-0.5,-0.4,1.3,-4.9
COc1ccc(C2(c3ccc(OC)cc3)NC(=O)N(CC(=O)N(C)C)C2=O)cc1,3.6,-5.0,-4.2,1.2,-3.0,3.4,1.4,-2.3,4.3,-2.0
CC(C)c1nc(N2CCOCC2)c(C#N)c2c1CCC2,-0.8,2.2,3.6,6.4,-0.7,0.6,-0.8,3.7,3.4,-0.8
COc1ccc(/C=N/Nc2cc(C)nc3ccc(Br)cc23)cc1,-2.2,29.4,-11.2,-1.2,-4.0,-0.2,-2.1,4.3,-7.2,20.9
CCOC(=O)c1ccc2[nH]cc(C(C)=O)c(=O)c2c1,0.3,-2.2,-1.9,4.0,-1.3,1.3,0.1,2.9,-0.6,-0.6
COc1ccc(S(=O)(=O)N2CCCCC2)cc1NC(=O)c1cncc(Br)c1,-2.3,-4.4,-6.7,41.4*,-4.8,-6.1,-4.7,1.5,0.4,-0.9
O=C(COC(=O)CC12CC3CC(CC(C3)C1)C2)Nc1ncc(Cl)cc1Cl,2.8,-3.1,-14.8,3.8,-7.3,-4.9,1.1,4.6,1.2,8.1
CN(C)c1ccc(N=Nc2ccccc2C(=O)OCC(=O)N(C)c2ccccc2)cc1,-1.0,20.2,12.4,22.5*,5.2,-3.3,-2.5,3.4,-9.8,-3.2
O=C(CCc1nnc(C2CCCCC2)o1)N1CCN(C2CCCCC2)CC1,-0.1,-2.9,.,-3.5,5.1,-1.2,-0.6,4.7,2.4,-6.9
CCc1nc2ccc(C(=O)N(C)Cc3ccco3)cn2c1N(C)Cc1ccc(OC)cc1,-2.8,-2.6,.,1.5,5.9,2.6,-2.2,1.1,2.1,3.5
CCOCCCNC(=S)N1CCN(CC)CC1,-0.5,5.8,1.0,-6.4,7.2,0.5,0.1,0.8,-1.9,0.0
C=CCSc1nnc(-c2cc(C(C)(C)C)nn2Cc2ccc(F)cc2)n1C,1.8,5.8,-0.3,-1.9,3.1,-6.3,-2.3,-3.6,-0.8,-6.8
O=C(CCSCCC(=O)NN=Cc1ccccc1O)NN=Cc1ccccc1O,-2.2,1.1,-8.3,3.2,-3.7,1.3,-1.8,-4.6,-1.4,4.6
Nn1nnc2ccccc21,10.2,-15.9,3.1,-7.6,-6.4,5.3,-2.6,1.7,6.1,-0.6
